# S-ASM inh: human S-ASM enzyme inhibition | P17405 | placental ASM, HMU-PC fluorogenic substrate, 60 min | Potency, µM (top dose mostly 57.5 µM), for the others: at the top dose activity change, negative = inhibition, hits mostly inhibitors | hit rate 0.006% among 340,000 | AID 504937; also: potency is read from the fitted curve at half-maximal effect
#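 Fluorescence read-out (Ex 386 nm, Em 447 nm) after stopping the reaction at pH 10. Enzyme: ASM from human placenta; substrate HMU-PC0, 9 uM final; 60 min, 37 °C. Compound preincubation 10 min, ambient temperature.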
# TSHR antag: antagonists of human thyroid stimulating hormone receptor; P16473; TSHR-expressing cells, TSH-stimulated cAMP HTRF, 2 h; active compounds read low; activity change, negative = inhibition, % at 11.5 µM; hit rate 0.2% among 330,000;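 active = activity change below a set negative limit, meaning inhibition stronger than a set level, cut at about -70% in these data; inconclusive = activity change between two set negative limits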; also: % is scaled to controls: 0 for no effect and ±100 for the full control effect
#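 Antagonism was scored as loss of TSH-driven cAMP in TSHR cells, stimulated with 4nM TSH (EC80) for 2 hours at 37 deg C and detected by homogeneous HTRF competition immunoassay.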
# Menin-MLL TR inh: displaces Texas Red mutant MLL peptide from human menin | hit rate 0.23% among 270,000 | Potency, µM (top dose mostly 61.6 µM), for the others: top-dose FP activity change, negative = inhibition, actives largely listed as inhibitors | Menin + Texas Red MLL mutant peptide, fluorescence polarization; active = well fitted inhibition curve with a large enough effect in the polarisation, with a control signal flat, not every such curve was filed as active; inconclusive = small, poorly fitted or top-dose-only effect, or effect the other way, or a change in a side signal; inactive = no such curve, though single readings can be large or run the other way; the % refers to the polarisation; also: potency is read from the fitted curve at half-maximal effect; % of control where 0% means no effect; many of its hits are not listed in these tables
# Target sequence (O00255 whole entry, looked up): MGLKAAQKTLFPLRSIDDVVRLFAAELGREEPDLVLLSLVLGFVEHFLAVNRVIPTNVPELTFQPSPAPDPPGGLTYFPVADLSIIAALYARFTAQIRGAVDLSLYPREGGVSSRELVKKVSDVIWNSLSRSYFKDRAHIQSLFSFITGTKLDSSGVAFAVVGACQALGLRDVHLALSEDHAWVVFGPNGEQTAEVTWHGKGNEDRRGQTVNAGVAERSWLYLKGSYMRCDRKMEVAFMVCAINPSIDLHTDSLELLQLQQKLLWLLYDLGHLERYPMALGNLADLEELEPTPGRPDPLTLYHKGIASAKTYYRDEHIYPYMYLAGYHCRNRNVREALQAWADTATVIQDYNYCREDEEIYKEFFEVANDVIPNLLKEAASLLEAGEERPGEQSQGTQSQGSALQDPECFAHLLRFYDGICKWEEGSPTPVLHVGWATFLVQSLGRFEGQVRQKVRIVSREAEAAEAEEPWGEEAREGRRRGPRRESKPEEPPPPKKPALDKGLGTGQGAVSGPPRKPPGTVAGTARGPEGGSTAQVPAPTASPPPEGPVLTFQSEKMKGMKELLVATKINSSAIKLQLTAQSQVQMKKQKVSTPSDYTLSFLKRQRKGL
# AT treatment: potential ataxia-telangiectasia treatment | […] A-T fibroblasts, KAP-1 phosphorylation AlphaLISA; neocarzinostatin DNA damage 30 min before lysis | Potency, µM (highest dose often 57.5 µM), for inactives: at the highest dose activation, usual class: activators | hit rate 0.19% among 320,000; also: potency is read from the fitted curve at half-maximal effect; % of control where 0% means no effect; nearly all actives have a fitted effect of over 45% in size
#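 hTERT-immortalized A-T patient fibroblasts ([…]), 500 cells/well in OPTI-MEM, 1% FBS, got compounds for 60 min, then NCS for 30 min at 37C. Lysates were then assayed for phospho-KAP-1 by AlphaLISA (anti-pKAP1 donor, anti-KAP1 acceptor beads), 6 hr at 25C.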
# CXXC DNA block: inhibitors of human MLL CXXC domain-DNA interaction; Q03164; MLL-CXXC / FITC-HOXA9 DNA fluorescence polarization; Potency, µM (highest dose often 115 µM), for inactives: top-dose activity change, negative = inhibition, hits mostly inhibitors; hit rate 0.037% among 290,000; active = well fitted inhibition curve with a large enough effect in the polarisation, with a control signal flat, not every such curve was filed as active; inconclusive = small, poorly fitted or top-dose-only effect, or effect the other way, or a change in a side signal; inactive = no such curve, though single readings can be large or run the other way; the % refers to the polarisation; also: potency is read from the fitted curve at half-maximal effect
#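 Fluorescence polarization: 7 uM MLL-CXXC (stock) preincubated 5 min with compounds, then 50 nM fluorescein-HOX-A9 DNA (stock) added; 30 min ambient. Buffer 50 mM Tris-HCl pH 7.5, 50 mM NaCl, 1 mM DTT, 0.05% BSA.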
# Integrin act MD: activators of alpha7 integrin expression for muscular dystrophy; alpha7betagal myoblasts, beta-gal FDG fluorescence, 48 h; Potency, µM (top dose mostly 38.3 µM), inactives show top-dose activation, most hits filed as activators; hit rate 0.064% among 350,000;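 also: potency is read from the fitted curve at half-maximal effect; 100% = response of the positive control SU9516; nearly all actives have a fitted effect of over 60% in size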
#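 alpha7betagal+/- myoblasts (passage 13, 250/well) treated 48 h at 37C with compounds at 1:260 dilution of DMSO stock. Lysed, then beta-galactosidase activity read as FDG fluorescence (ex 480/em 540) after 30 min, with pre-read for autofluorescence.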
# Mito fusion yeast: inhibitors of mitochondrial division or activators of mitochondrial fusion | Potency, µM (series often up to 46.1 µM), for the others: at the top dose growth rescue (activation), usual class: activators | S. cerevisiae fusion-defective mutant growth rescue, CellTiterGlo 48 h | AID 485298 | hit rate 0.23% among 320,000;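 also: potency is read from the fitted curve at half-maximal effect; % of control where 0% means no effect; nearly all actives have a fitted effect of over 45% in size; temperature-sensitive fusion mutants such as fzo1-1 at 37 °C on non-fermentable ethanol glycerol medium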
#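 Temperature-sensitive fusion-defective S. cerevisiae (e.g. fzo1-1, mgm1-5) were grown with compound in YPEG medium (3% ethanol, 3% glycerol) for 48 hours at 37C. Growth rescue was measured as viability by CellTiterGlo luminescence after 10 minutes at ambient.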
# PTAP TSG101 blk: blocks PTAP/TSG101 interaction to inhibit HIV-1 budding | Q99816 | Fluorescence polarization, FITC-PTAP peptide / Tsg101 binding | Potency, µM (doses to about 115 µM), inactives show at the top dose activity change, negative = inhibition, usual class: inhibitors | 340,000 tested, under 10 active | AID 493005; active = well fitted inhibition curve with a large enough effect in the main read-out, with a control signal flat, not every such curve was filed as active; inconclusive = small, poorly fitted or top-dose-only effect, or effect the other way, or a change in a side signal; inactive = no such curve, though single readings can be large or run the other way; also: potency is read from the fitted curve at half-maximal effect; % of control where 0% means no effect
#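 Fluorescence polarization binding of Tsg101 binding domain (10 uM final) to FITC-labeled PTAP peptide (50 nM final) in HEPES pH 7.5 buffer with NaCl, Tween 20, EDTA, TCEP. Compounds added before peptide; binding 20 min at RT.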
# MBNL1 CUG block: blocks human MBNL1 binding to CUG repeat RNA. hit rate 0.036% among 280,000. Q9NR56. Potency, µM (titrated, usually from 57.5 µM), for inactives: top-dose activity change, negative = inhibition, actives largely listed as inhibitors. TR-FRET MBNL1-His/biotin-(CUG)12 binding, 665/545 ratio; active = well fitted inhibition curve with a large enough effect in the signal ratio, with a control signal flat, not every such curve was filed as active; inconclusive = small, poorly fitted or top-dose-only effect, or effect the other way, or a change in a side signal; inactive = no such curve, though single readings can be large or run the other way; the % refers to the signal ratio; also: potency is read from the fitted curve at half-maximal effect; % is scaled to controls: 0 for no effect and ±100 for the full control effect
# Target sequence (Q9NR56 whole entry, looked up): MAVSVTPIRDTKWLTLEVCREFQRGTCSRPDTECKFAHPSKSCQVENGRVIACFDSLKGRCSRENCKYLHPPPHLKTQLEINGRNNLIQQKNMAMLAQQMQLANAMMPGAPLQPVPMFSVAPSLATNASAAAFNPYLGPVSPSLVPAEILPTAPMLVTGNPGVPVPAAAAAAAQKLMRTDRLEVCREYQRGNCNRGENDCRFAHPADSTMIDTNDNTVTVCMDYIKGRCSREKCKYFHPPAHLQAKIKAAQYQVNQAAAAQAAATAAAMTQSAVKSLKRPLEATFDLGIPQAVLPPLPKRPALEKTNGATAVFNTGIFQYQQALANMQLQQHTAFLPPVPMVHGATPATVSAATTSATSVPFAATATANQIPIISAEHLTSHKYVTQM
#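 Ratiometric TR-FRET (665 over 545 nm, excitation 340 nm) tracks disruption of MBNL1-His/biotin-(CUG)12 complex after 60 min at room temperature, with compounds at 92 nM to 58 uM final.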
# TCR activator: T cell receptor activation. Potency, µM (highest dose often 9.22 µM), inactives show at the top dose activation of IL-2 secretion, usual class: activators. 330,000 tested, under 10 active. primary human leukocytes, anti-CD3, IL-2 HTRF, 48 h; also: % of control where 0% means no effect
#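 Activity was scored as IL-2 release from primary human leukocytes given only a TCR signal (a-CD3 beads) plus compound for 48 hr. Detection used a two-antibody HTRF format read at 665nm.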
# * hit, by the source's call; i = inactive; ? = inconclusive; · = not tested or not shown; [ ] = remark or other dose. Unless noted, calls follow the shape of the dose curve; as a rule, active = well fitted curve in the direction sought with a large enough effect; inconclusive = small, poorly fitted or top-dose-only effect, or another doubt; inactive = no such curve, though single readings can be large; an effect the other way counts as inactive or inconclusive. Only part of the results is shown; rates above refer to the full screens.
SMILES,S-ASM inh,TSHR antag,Menin-MLL TR inh,AT treatment,CXXC DNA block,Integrin act MD,Mito fusion yeast,PTAP TSG101 blk,MBNL1 CUG block,TCR activator
Cc1ccc(/C=C/c2nnc(-c3ccc(C)cc3)o2)cc1,-3%,-27,-8%,-1%,2%,-15%,-4%,-5%,-2%,2%
CCCCSc1nc(C)cc(SCC(=O)N/N=C/c2cccc(OC)c2O)n1,3%,-14,3%,5%,3%,-23%,-4%,-3%,-1%,4%
CCCCCc1c(C)c(C#N)c2nc3ccccc3n2c1-n1ccnc1C,18%,23,0%,5%,-1%,20%,10%,-5%,-9%,·
CC1C(C#N)=C(N)OC2=C1C(=O)CC(C)(C)C2 (stereo not drawn),5%,7,7%,-10%,4%,-3%,-1%,-1%,1%,2%
COc1ccc(Cl)cc1N(CC(=O)Nc1ccccc1C(=O)NCc1ccco1)S(C)(=O)=O,-3%,1,0%,4%,-4%,11%,-2%,-4%,-7%,2%
CC(C)(C)NC(=O)NC(=O)COC(=O)C1CCN(S(=O)(=O)c2cccs2)CC1,-2%,-20,·,13%,·,0%,3%,-5%,·,-6%
Fc1ccc(-c2nc3n(n2)Cc2ccccc2-3)cc1,1%,-13,-11%,3%,1%,9%,2%,-7%,-6%,7%
Cc1cc(C)n2nc(SCC(=O)Nc3ccccc3C)nc2n1,-4%,-43,·,7%,2%,2%,1%,-3%,-1%,-3%
CCOC(=O)c1c(NC(=O)C2CCCCC2)sc2c1CCN(CC)C2,1%,14,-19%,9%,·,-19%,4%,1%,9%,-2%
CCCN1C(=O)c2cc(C(=O)NCc3cccs3)ccc2C1O (stereo not drawn),·,-6,1%,9%,1%,·,0%,·,-13%,·

# Look-ups from above:
# Cc1cc(C)n2nc(SCC(=O)Nc3ccccc3C)nc2n1 | MBNL1 CUG block = -1%
# COc1ccc(Cl)cc1N(CC(=O)Nc1ccccc1C(=O)NCc1ccco1)S(C)(=O)=O | Menin-MLL TR inh = 0%

# (further entries)
SMILES,S-ASM inh,TSHR antag,Menin-MLL TR inh,AT treatment,CXXC DNA block,Integrin act MD,Mito fusion yeast,PTAP TSG101 blk,MBNL1 CUG block,TCR activator
Cc1nn(C)cc1CN(C)C(=O)c1cc2nc(-c3ccco3)cc(C(F)(F)F)n2n1,162%[activator],16,?,8%,10%,-2%,10%,-2%,?,0%
Cc1ccc(NC(=O)C(=O)NC(C)C2COc3ccccc3O2)cc1 (stereo not drawn),3%,-1,-2%,10%,10%,0%,1%,-2%,-4%,-2%
COCCN(CCOC)S(=O)(=O)c1ccc(C(=O)Nc2nnc(CSC)o2)cc1,1%,16,-4%,4%,-8%,6%,-7%,-3%,·,-7%
Cc1occc1C(=O)N/N=C/c1cnn(C)c1C,1%,-5,5%,·,3%,?,-4%,-1%,12%,-1%[46.1 µM]
CC(=O)c1ccc(NC(=O)c2cc3nc4c(c(C(F)(F)F)n3n2)CCCC4)cc1,·,2,?,-14%,?,·,1%,·,8%,·
CCCOc1ccc2cc(C(=O)NCc3ccccc3)c(=O)oc2c1,i,-10,-1%,0%,-1%,-16%,4%,?,35%[activator],3%
CCOC(=O)COc1ccccc1/C=N\NC(=O)c1cc2c(ccc3ccccc32)o1,10%,-11,·,7%,0%,-7%,-4%,0%,9%,-1%
COC(=O)c1c(C)[nH]c(O)c1C=Nc1ccc(C#N)cc1,-4%,-2,-25%,0%,?,31%,-2%,-2%,15%,-2%
Cc1nc2ccccc2n1S(=O)(=O)c1ccc(S(=O)(=O)N2CCCCCC2)cc1,5%,8,-1%,·,-8%,?,2%,-14%,-4%,-13%
O=C(Nc1cccnc1)c1ccc(Cl)c(S(=O)(=O)N2CCc3ccccc32)c1,-2%,-27,?,0%,-9%,-8%,1%,-1%,-2%,7%
CCOC(=O)N1CCN(C(=O)C2CCC(CNS(=O)(=O)c3ccccc3)CC2)CC1 (stereo not drawn),2%,-3,-12%,-1%,-9%,-25%,-1%,0%,-10%,-2%
CCC(=O)Nc1ccc2c(c1)ncn2-c1ccccc1,3%,5,2%,-4%,1%,3%,2%,-5%,-6%,-8%
Cc1nn(S(=O)(=O)c2ccc(Cl)cc2)c(C)c1Sc1ccc([N+](=O)[O-])cc1,-9%,1,-5%,-1%,-7%,14%,13%,-1%,·,13%[46.1 µM]
Cc1ccc(CNC(=O)CCCNS(=O)(=O)c2cccc3nonc23)cc1,0%,12,11%,-8%,0%,-15%,3%,-4%,?,2%
COCCNS(=O)(=O)c1ccc(-c2ccc(S(=O)(=O)NCCOC)cc2)cc1,4%,-19,22%,·,-7%,-16%,0%,·,19%,·
COc1cccc2cc(C(=O)NCc3ccccc3)c(=N)oc12,-1%,13,2%,-5%,-7%,23%,-1%,-1%,15%,-2%
N/C(=N\OC(=O)Nc1ccccc1)c1ncc(C(F)(F)F)cc1Cl,3%,9,3%,6%,-7%,2%,5%,-1%,-19%,8%
CCCn1c(SCC(=O)NC2CCCCC2)nnc1-c1ccncc1,3%,8,1%,5%,1%,14%,-2%,-3%,0%,2%
COc1ccc(CC(=O)NC2CCSc3ccccc32)cc1OC (stereo not drawn),3%,-5,-3%,4%,3%,-11%,-2%,-3%,3%,-4%
COc1ccccc1N/C(=N/c1nc(C)cc(C)n1)NC(C)=O,·,4,4%,2%,18%,·,2%,·,-11%,·
CC(CN1CCC(n2nccc2NC(=O)C2CCCC2)CC1)c1ccccc1 (stereo not drawn),-3%,7,-10%,0%,-6%,-21%,-1%,·,-5%,4%
COc1ccc(CNS(=O)(=O)c2ccc(Br)s2)cc1,-2%,-6,5%,10%,0%,4%,8%,-4%,-3%,5%
Cc1ccccc1NC(=O)CCCNC(=O)c1ccc(Cl)cc1,1%,15,-15%,2%,28%,-1%,?,-3%,-1%,-4%
Cc1ccc(-c2nn(C)c(=O)c3ccccc23)cc1S(=O)(=O)N1CCOCC1,-2%,-6,-18%,2%,-5%,6%,1%,-12%,-17%,-3%
O=C(O)CCC(=O)Nc1ccc(OCC(=O)O)cc1,0%,11,15%,-2%,0%,9%,-2%,-1%,-4%,-23%
O=S(=O)(CCSc1nc2ccccc2o1)c1nc2ccccc2s1,-5%,-25,8%,-2%,199%[activator],-57%[inhibitor],-2%,-6%,-9%,1%
COc1ccc(NC(=S)NNC(=O)c2cccs2)cc1,4%,3,-6%,3%,-2%,-9%,0%,-1%,-2%[11.5 µM],10%[46.1 µM]
CNC(=S)N1CCc2ccccc2C1,-2%,-1,10%,11%,-9%,-18%,-7%,0%,0%,-1%[46.1 µM]
C=CCN1C(=O)C2(OCCCO2)c2cc(CCCC)ccc21,-3%,-14,-10%,8%,-2%,-30%,-2%,0%,?,·
Cc1ccccc1NC(=O)CC1(c2ccc(N(C)C)cc2)C(=O)c2ccccc2C1=O,-6%,-5,?,-3%,-9%,-9%,8%,-6%,-6%,0%
O=C1N/C(=N\N=C\c2ccc3ncccc3c2)SC1Cc1ccc(SC(F)F)cc1 (stereo not drawn),0%,2,·,0%,7%,5%,-1%,-4%,-10%,4%
Cc1csc(SCC(=O)Nc2cc(C(C)(C)C)nn2-c2ccccc2)n1,-3%,1,-20%,11%,-2%,-16%,-2%,-7%,-9%,·
CCC1(C)Cc2c(sc3[nH]c(=S)n(Cc4ccccc4)c(=O)c23)CO1 (stereo not drawn),-11%,1,?,·,0%,-15%,15%,0%,46%[activator],-4%
CC(=O)OCC(=O)Nc1c(C)cc(C)cc1C,3%,4,-3%,18%,-13%,-16%,15%,-17%,0%,3%
Cc1ccc(NC(=O)CCC(=O)NNC(=O)c2ccco2)c(C)c1,5%,-6,1%,0%,4%,-20%[7.66 µM],6%,-6%,-9%,·
Cc1nc2nc(-c3ccco3)[nH]n2c(=O)c1Cc1ccccc1,2%,-3,5%,-4%,-17%,15%,-3%,-7%,-7%,-4%
CCN(CC)P1(=O)OC(c2cc(OC)c(OC)c(OC)c2)=Nc2c1c(C)nn2-c1ccccc1 (stereo not drawn),-1%,-1,18%,10%,9%,-3%,2%,-10%,2%,4%
Cc1nn(Cc2ccccc2)c(Cl)c1/C=C/C(=O)OCC(=O)NC(C)C(C)C (stereo not drawn),-7%,4,-17%,3%,-21%,12%,1%,-2%,-3%,-2%

# Screens deposited in PubChem by National Center for Advancing Translational Sciences (NCATS).
